# ARNT TACC3 PPI: ARNT/TACC3 interaction disruption. Q9Y6A5. AlphaScreen His-ARNT PAS-B/GST-TACC3 binding, luminescence; TACC3 fragment carries E629A point mutation. inhibition, % at 9.99 µM. hit rate 0.66% among 390,000. AID 623870;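 active = mean inhibition of replicates at least 50% and at least half of replicates each reaching 50%; inconclusive = half or more replicates reach 50% but mean below 50%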;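 note: 0% = complete ARNT plus TACC3 wells and 100% = ARNT alone without TACC3; many hits fall short of the cut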
# PAX8 inh HTS: PAX8 transcriptional activity inhibition. RMG-I TPO-luciferase reporter, SteadyGlo, 24 h. inhibition, % at 12.6 µM. hit rate 1.2% among 360,000. AID 652154;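 active = mean replicate inhibition at least 60% with every replicate also reaching 60%; inconclusive = only one of the two criteria is met; inactive = mean below 60% and not all replicates reaching 60%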;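 note: luciferase light reporting Pax8 driven TPO promoter activity; plate controls were median of neutral control wells for no effect and mitoxantrone controls for full effect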
# Cneo AK release: causes C. neoformans cell lysis. adenylate kinase release luminescence, 4 h; normalised: neutral wells 0, clomiphene wells 100. lysis activity, % at 15 µM. hit rate 0.2% among 360,000. AID 651654;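 active = mean lysis activity across replicates of at least 80%, whatever share of replicates individually reach that level; inactive = mean lysis activity below 80%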
#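 Assay system: log-phase C. neoformans yeast / Quantity: yeast cell density of 5 × 10^6 cells/mL / Medium: fresh YPD growth medium / Compound: single dose / Timing: static 4 h at 37 °C with compound, 1 h detection / Measured by: adenylate kinase release luminescence / Read-out: lysis from increased AK signal / Benchmarks: Clomiphene as positive lysis control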
# PglD inh: blocks C. jejuni PglD acetyltransferase activity; hit rate 0.098% among 360,000; purified PglD enzyme, DTNB colorimetric CoA detection; inhibition, % at 12.5 µM; in the data active = inhibition above about 16%, passing the limit was not always enough; inconclusive = no clear call, values can overlap the other calls; note: strong numbers were not always called active
# LGR2 antag: inhibitors of bursicon-induced Drosophila LGR2 receptor cAMP signaling; HEK293 LGR2, CRE-luciferase, bursicon-stimulated, 4 h; inhibition, % at 9.99 µM; hit rate 0.35% among 380,000; AID 720647;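 active = drop in luminescence signal, shown as inhibition above about 50% in the replicate tests, limit read from the data, passing the limit was not always enough; inconclusive = probably only some replicates passing the limit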;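 note: agonist challenge used bursicon conditioned medium at about half maximal strength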
# INS-1E GSIS act: GLuc luminescence reporter in INS-1E cells, primary screen for activators of glucose-dependent secretion of insulin. INS-1E GLuc reporter insulin secretion, 2-3 h. activation, % at 16.6 µM. hit rate 0.61% among 370,000;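 active = lowest replicate activation of at least 40%, so every replicate reaches that level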;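 note: 0% = median of neutral control wells and 100% = median of IBMX positive control wells; some compounds called inactive have numbers as strong as hits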
# PGC1a acetyl inh: PGC1a acetylation modulation, inhibitor mode | U2OS PGC1a acetylation, AlphaScreen anti-acetyl-lysine; with virally co-expressed GCN5 acetyltransferase | inhibition, % at 15.6 µM | hit rate 0.17% among 350,000 | AID 651687;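 active = every replicate shows inhibition of at least 40%; inconclusive = mean inhibition at least 40% but some replicate below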;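 note: 0% = neutral control wells and 100% = positive control wells; some results beyond the cut were filed as inactive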
# C2C12 statin: protects C2C12 myotubes from simvastatin toxicity. AID 602340. rescue of ATP level, % at 7.49 µM. ATP luminescence, 48 h; scaled: DMSO 0, geranylgeraniol control 100. hit rate 0.78% among 330,000;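 active = mean ATP rescue above about 67%, or every replicate alone reaching that limit, limit read from the data, passing the limit was not always enough; inconclusive = no clear call, values can overlap the other calls; inactive = mean under the limit and some replicate under it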;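 note: myotubes were challenged with 10 µM simvastatin during compound exposure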
# The depositor's hits bear a star; ? = inconclusive; / = not tested or not shown; & = joins results of further samples.
mol,ARNT TACC3 PPI,PAX8 inh HTS,Cneo AK release,PglD inh,LGR2 antag,INS-1E GSIS act,PGC1a acetyl inh,C2C12 statin
COc1cc(CC(=O)Nc2cccc(SC)c2)cc(OC)c1OC,-5,7,/,/,-9,-43,6,/
Cc1cccc(Oc2nc3ccccn3c(=O)c2/C=C(\C#N)C(=O)NC2CCS(=O)(=O)C2)c1C (stereo not drawn),25,-16,1,-6,6,7,2,7
O=C(Nc1ccc(F)cc1)C(=O)c1cn(CC(=O)N2CCOCC2)c2ccccc12,-2,-34,-3,3,-10,13,-1,1
c1ccc(-c2csc(Cc3nnc4n3CCCCC4)n2)cc1,-2,/,2,-1,/,/,17,-3
C[C@@H]1CN([C@H](C)CO)C(=O)c2cc(C#CC3CC3)cnc2O[C@@H]1CN(C)C(=O)C1CCCCC1,/,/,/,/,6,-3,-2,17
Cc1cc(C(=O)Nc2nnc(-c3ccccc3)s2)no1,-4,/,-2,-5,/,/,-2,-3
CO[C@@H]1CN(C)C(=O)c2ccc(NC(=O)Nc3cccc(F)c3)cc2OC[C@@H](C)N(C(C)=O)C[C@H]1C,2,/,-5,5,7,-8,-6,5
O=C(CS(=O)CC(=O)Nc1ccc(Cl)cc1)NCC1OCCc2ccccc21 (stereo not drawn),13,/,-2,0,/,/,4,19
CCN(Cc1ccccc1)S(=O)(=O)c1cc(C(=O)NCCCN(C)C)ccc1OC,3,-17,-3,10,-11,-2,-1,2
Cc1c(Cc2ccccc2)c(=O)n2c([nH]c3ccccc32)c1C#N,-3,2,1,5,16,-76,2,-75
Cc1cccc(S(=O)(=O)N2[C@@H]3CNC[C@H]2C3c2ccc(-c3ccccc3C)cc2)c1 (stereo partly drawn),/,11&6,/,/,-7&-7,7&5,6&2,/
COc1ccccc1NC(=O)N[C@@H]1CC[C@@H](CCn2cc(-c3cccnc3)nn2)O[C@H]1CO,-6,-5,-1,3,-10,-13,-3,0
COc1ccc(/C=N/n2cncn2)cc1Cn1nc(C)c([N+](=O)[O-])c1C,-2,/,-1,-5,/,/,-12,/
CN(C)C(=O)c1ccc(-c2ccc([C@H]3[C@@H](C#N)N(C(=O)Cc4ccccn4)[C@@H]3CO)cc2)cc1,-23,-5,-4,-2,-8,0,-4,13
CC(C)OCCCNC(=O)c1cc(-c2cccnc2)nc2ccccc12,-7,-7,0,1,-5,7,7,-5
O=C(CN1C(=O)c2ccccc2C1=O)N1CCN(C2c3ccccc3-c3ccccc32)CC1,1,3,/,/,?,-26,/,/
O=C(C1CCC1)N1CCCCN2[C@H](CO)[C@H](c3ccc(C#CC4CCCC4)cc3)[C@@H]2C1,6,8,1,3,/,/,6,/
Cc1ccc2c(c1)N(CC(=O)N1CCCCC1)C(=O)CO2,-7,-1,0,-3,-15,8,/,-2
CNC[C@@H]1Oc2ccc(NC(=O)C3CC3)cc2C(=O)N([C@H](C)CO)C[C@H]1C,-5,8,2,-2,-10,36,5,7
O=S(=O)(Nc1nc2ccccc2nc1Cl)c1ccc(F)cc1,-5,21,-2,-5,0,35,2,/
Cc1noc(C)c1S(=O)(=O)N(C)C[C@H]1Oc2ccc(NC(=O)Nc3ccc(C(F)(F)F)cc3)cc2CC(=O)N([C@H](C)CO)C[C@H]1C,5,7,-1,-1,-16,3,5,-60
O=C(CC(F)(F)F)N1C[C@H]2[C@@H](c3ccccc31)[C@@H](CO)N2C(=O)C1CCCC1,-6,1,-7,5,7,-5,4,-17
Cc1ccc(Nc2nc(-c3sc(NC(=O)c4ccccc4)nc3C)cs2)cc1,0,-8,3,-4,-29,0,/,-16
COc1ccc(OCCCC(=O)Nc2ccc(N3CCCCC3)cc2)cc1,-4,-10,/,/,31,15,/,/
Cc1cc(C)c(C)c(S(=O)(=O)NC(C)C(=O)O)c1C (stereo not drawn),-3,15,2,6,-19,6,-10,-1
COc1ccc(NC(=O)N(C)C[C@@H]2Oc3ccc(NC(=O)CCC(F)(F)F)cc3C(=O)N([C@@H](C)CO)C[C@@H]2C)cc1,0,-7,-1,-2,-7,0,-9,33
O=C(NCc1ccc2c(c1)OCO2)C1Cc2ccccc2CN1C(=O)c1ccco1 (stereo not drawn),5,-9,/,/,-3,-3,8,/
C[C@@H]1CN([C@@H](C)CO)C(=O)c2cc(N(C)C)ccc2O[C@H]1CN(C)S(=O)(=O)c1cn(C)cn1,-3,14,11,-4,9,2,4,-30
Clc1ccc(OCCN2CCOCC2)cc1Cl,0,-41,1,-7,/,/,5,8
COc1ccccc1C(=O)N1CCCC1(C#N)c1ccccc1 (stereo not drawn),-8,/,-1,/,/,/,4,-8

# Reprinted from the part before: three compounds, then new ones.
# Values run as follows: ARNT TACC3 PPI	PAX8 inh HTS	Cneo AK release	PglD inh	LGR2 antag	INS-1E GSIS act	PGC1a acetyl inh	C2C12 statin
C[C@@H]1CN([C@@H](C)CO)C(=O)c2cc(N(C)C)ccc2O[C@H]1CN(C)S(=O)(=O)c1cn(C)cn1
  -3	14	11	-4	9	2	4	-30
Clc1ccc(OCCN2CCOCC2)cc1Cl
  0	-41	1	-7	/	/	5	8
COc1ccccc1C(=O)N1CCCC1(C#N)c1ccccc1 (stereo not drawn)
  -8	/	-1	/	/	/	4	-8
CC(C)CN1CCC1(C)C(=O)Nc1cccc(C#N)c1 (stereo not drawn)
  /	2	0	-1	-5	/	5	-1
COc1cc(C(=O)NCc2nc(C)cs2)ccc1OC1CCN(C(C)=O)CC1
  -2	2	-2	3	4	6	-2	4
CCN(Cc1cccs1)C(=O)CN1C(=O)NC(c2ccccc2)(c2ccccc2)C1=O
  7	17	1	-4	12	-57	-3	8
N/C(=N\OC(=O)c1ccc(F)cc1)c1ccc(Br)cc1
  0	-64	-2	-4	-61	-4	-9	-8
O=C(NC1CCCC1)C(c1cccnc1)N(CCc1ccccc1)C(=O)c1ccco1 (stereo not drawn)
  0	-6	/	/	23	-5	-4	/
CCCC#Cc1ccc2c(c1)O[C@H](CN(C)S(=O)(=O)c1cccc(F)c1)[C@H](C)CN([C@@H](C)CO)S2(=O)=O
  32	/	-4	0	13	-7	3	-34
CCN(CC)c1nc2c3c(nc4c(c3c1C#N)CC(=O)N4c1ccc(Cl)cc1)NC(C)=N2
  -3	3	0	-3	9	-10	1	/
COc1ccc(NC(=O)C[C@H]2CC[C@H]3[C@@H](COc4ccc(NC(=O)C5CC5)cc4C(=O)N3C)O2)cc1
  0	3	4	1	-10	3	1	-14
C[C@@H]1CN([C@@H](C)CO)C(=O)c2ccccc2-c2ccccc2CO[C@H]1CN(C)C(=O)c1ccncc1
  4	-13	0	-2	7	11	-6	/
CC(=O)N(C)C[C@@H]1Oc2ncc(C#Cc3ccccc3)cc2C(=O)N([C@H](C)CO)C[C@H]1C
  -7	/	1	2	-8	11	-3	-9

# Some of the entries so far, as labelled records:
> C[C@@H]1CN([C@@H](C)CO)C(=O)c2ccccc2-c2ccccc2CO[C@H]1CN(C)C(=O)c1ccncc1
- ARNT TACC3 PPI: 4
- PAX8 inh HTS: -13
- Cneo AK release: 0
- PglD inh: -2
- LGR2 antag: 7
- INS-1E GSIS act: 11
- PGC1a acetyl inh: -6
- C2C12 statin: /

> Cc1c(Cc2ccccc2)c(=O)n2c([nH]c3ccccc32)c1C#N
- ARNT TACC3 PPI: -3
- PAX8 inh HTS: 2
- Cneo AK release: 1
- PglD inh: 5
- LGR2 antag: 16
- INS-1E GSIS act: -76
- PGC1a acetyl inh: 2
- C2C12 statin: -75

> O=S(=O)(Nc1nc2ccccc2nc1Cl)c1ccc(F)cc1
- ARNT TACC3 PPI: -5
- PAX8 inh HTS: 21
- Cneo AK release: -2
- PglD inh: -5
- LGR2 antag: 0
- INS-1E GSIS act: 35
- PGC1a acetyl inh: 2
- C2C12 statin: /

> CCCC#Cc1ccc2c(c1)O[C@H](CN(C)S(=O)(=O)c1cccc(F)c1)[C@H](C)CN([C@@H](C)CO)S2(=O)=O
- ARNT TACC3 PPI: 32
- PAX8 inh HTS: /
- Cneo AK release: -4
- PglD inh: 0
- LGR2 antag: 13
- INS-1E GSIS act: -7
- PGC1a acetyl inh: 3
- C2C12 statin: -34

# (further entries)
# Values run as follows: ARNT TACC3 PPI	PAX8 inh HTS	Cneo AK release	PglD inh	LGR2 antag	INS-1E GSIS act	PGC1a acetyl inh	C2C12 statin
COc1ccc(/C=N/NC(=S)Nc2c(C)n(C)n(-c3ccccc3)c2=O)cc1OC
  9	30	/	/	7	-18	/	/
COCCNC(=O)c1cccc(OC2CCN(Cc3ccc(Cl)c(F)c3)CC2)c1
  -2	16	0	-3	2	8	0	4
C[C@@H]1CN([C@H](C)CO)C(=O)Cc2cc(NS(=O)(=O)c3cn(C)cn3)ccc2O[C@@H]1CN(C)S(C)(=O)=O
  -10	-23	-2	-1	-34	8	2	23
Cc1ccc(S(=O)(=O)N(c2ccc(Br)cc2)C2C=CS(=O)(=O)C2)cc1 (stereo not drawn)
  -3	8	/	/	-1	17	/	0
Cc1cc(C)c(S(=O)(=O)N2CCOCC2)cc1C
  -7	-7	/	/	-18	16	6	/
COc1ccccc1-c1n[nH]nc1C1=CC(=O)CC(C)(C)C1
  /	-14	-4	-3	-7	46	1	2
O=C(COC(=O)c1cccs1)NCc1cccs1
  -3	-13	1	4	-10	4	-3	2
CC(=O)N(C)C[C@@H]1Oc2cc(-c3cncnc3)ccc2S(=O)(=O)N([C@H](C)CO)C[C@@H]1C
  -8	/	-3	0	-3	14	8	-5
CC(=O)Nc1cccc(-c2ccnc3c2CC(C)(C(=O)Nc2ccccc2)O3)c1 (stereo not drawn)
  /	1	2	1	-3	/	/	9
Cc1cc2c(cn1)C(CCC#N)(CCC#N)c1ccccc1-2
  -5	13	0	6	-2	8	/	7
NC1(C#Cc2ccc3oc(=O)c(-n4cc(C5(O)CCCCC5)nn4)cc3c2)CCCCC1
  2	-1	4	3	-4	1	-5	-1
Cc1ccc(N(C)C(=O)N2CCN(S(=O)(=O)c3ccc(C)cc3)CC2)cc1
  /	-5	0	3	0	-11	-8	0
